Screens as filed in PubChem BioAssay.
TcdB inh = inhibitors of Clostridioides difficile toxin B glycohydrolase; inhibition, % at 9.99 µM; AID 652162; hit rate 0.24% among 350,000; P18177; TcdB glycohydrolase enzymatic assay, plate reader; in the data active = inhibition above about 10%
Target sequence (P18177 whole entry, looked up): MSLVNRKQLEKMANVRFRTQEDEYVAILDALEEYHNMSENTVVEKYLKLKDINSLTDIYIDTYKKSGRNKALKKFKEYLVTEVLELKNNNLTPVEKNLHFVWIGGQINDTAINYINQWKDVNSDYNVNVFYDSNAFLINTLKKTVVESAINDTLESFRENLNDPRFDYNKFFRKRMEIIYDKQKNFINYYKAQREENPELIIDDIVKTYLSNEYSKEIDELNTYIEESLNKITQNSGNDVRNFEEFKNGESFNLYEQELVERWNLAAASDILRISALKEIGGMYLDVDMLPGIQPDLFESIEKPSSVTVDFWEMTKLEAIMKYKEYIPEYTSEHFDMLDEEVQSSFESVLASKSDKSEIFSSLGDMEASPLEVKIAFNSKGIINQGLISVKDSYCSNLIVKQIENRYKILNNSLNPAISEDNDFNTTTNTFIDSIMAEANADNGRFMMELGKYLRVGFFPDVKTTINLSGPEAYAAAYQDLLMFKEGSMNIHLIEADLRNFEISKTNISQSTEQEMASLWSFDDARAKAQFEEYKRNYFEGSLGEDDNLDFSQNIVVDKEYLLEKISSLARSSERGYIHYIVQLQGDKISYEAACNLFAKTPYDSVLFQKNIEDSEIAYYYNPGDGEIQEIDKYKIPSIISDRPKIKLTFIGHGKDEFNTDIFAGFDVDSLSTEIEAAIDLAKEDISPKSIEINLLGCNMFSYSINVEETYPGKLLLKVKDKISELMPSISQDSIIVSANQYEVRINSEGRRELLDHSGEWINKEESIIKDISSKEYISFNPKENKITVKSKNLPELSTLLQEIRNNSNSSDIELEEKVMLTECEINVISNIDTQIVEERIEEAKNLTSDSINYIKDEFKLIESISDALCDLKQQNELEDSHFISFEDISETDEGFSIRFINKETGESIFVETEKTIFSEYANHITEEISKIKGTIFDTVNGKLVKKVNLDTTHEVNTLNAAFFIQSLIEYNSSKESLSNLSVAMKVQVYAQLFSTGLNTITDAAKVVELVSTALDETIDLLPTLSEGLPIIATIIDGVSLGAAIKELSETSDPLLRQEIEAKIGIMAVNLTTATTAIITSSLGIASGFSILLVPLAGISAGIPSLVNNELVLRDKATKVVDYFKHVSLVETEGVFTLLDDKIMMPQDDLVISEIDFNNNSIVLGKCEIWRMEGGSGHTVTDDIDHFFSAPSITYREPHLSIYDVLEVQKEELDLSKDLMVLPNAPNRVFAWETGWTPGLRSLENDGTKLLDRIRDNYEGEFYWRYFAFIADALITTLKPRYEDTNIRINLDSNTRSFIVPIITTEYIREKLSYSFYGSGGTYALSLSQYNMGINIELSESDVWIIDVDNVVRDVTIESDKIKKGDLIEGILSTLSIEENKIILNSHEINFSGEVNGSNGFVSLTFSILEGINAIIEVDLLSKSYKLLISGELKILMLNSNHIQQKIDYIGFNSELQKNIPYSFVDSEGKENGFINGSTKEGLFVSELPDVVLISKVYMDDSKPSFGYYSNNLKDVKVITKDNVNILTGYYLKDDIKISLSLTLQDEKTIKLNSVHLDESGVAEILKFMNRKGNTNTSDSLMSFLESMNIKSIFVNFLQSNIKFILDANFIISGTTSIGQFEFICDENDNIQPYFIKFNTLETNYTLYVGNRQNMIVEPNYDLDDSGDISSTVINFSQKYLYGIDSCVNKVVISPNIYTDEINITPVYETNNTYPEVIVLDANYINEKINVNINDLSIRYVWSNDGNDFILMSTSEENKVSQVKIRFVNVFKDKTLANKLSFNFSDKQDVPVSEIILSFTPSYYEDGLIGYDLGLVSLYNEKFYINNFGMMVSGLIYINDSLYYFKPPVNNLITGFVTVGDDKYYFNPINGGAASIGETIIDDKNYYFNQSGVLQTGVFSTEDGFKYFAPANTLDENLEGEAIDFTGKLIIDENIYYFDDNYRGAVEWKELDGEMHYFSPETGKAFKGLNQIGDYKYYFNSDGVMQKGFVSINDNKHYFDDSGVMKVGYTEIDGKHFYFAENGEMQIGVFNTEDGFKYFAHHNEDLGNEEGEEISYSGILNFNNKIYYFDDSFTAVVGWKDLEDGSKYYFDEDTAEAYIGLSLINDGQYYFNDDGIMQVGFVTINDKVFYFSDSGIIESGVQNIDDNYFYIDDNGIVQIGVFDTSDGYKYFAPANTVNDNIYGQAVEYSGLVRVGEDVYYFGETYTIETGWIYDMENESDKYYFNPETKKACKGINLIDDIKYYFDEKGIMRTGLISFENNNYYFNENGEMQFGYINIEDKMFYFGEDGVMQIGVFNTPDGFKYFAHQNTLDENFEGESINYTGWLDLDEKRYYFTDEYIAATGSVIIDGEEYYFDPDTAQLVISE
Anthrax LF prot = blocks Bacillus anthracis lethal factor protease; P15917; multiplex microsphere protease cleavage assay, LF; inhibition, % at 10 µM; hit rate 0.12% among 360,000; note: plate controls were buffer without enzyme for full effect and enzyme alone for no effect
PfHsp40 rescue = rescue of PfHsp40-mediated yeast toxicity; AID 504582; hit rate 0.68% among 340,000; S. cerevisiae expressing PfHsp40, growth rescue, ATP luminescence; growth rescue, % at 12.5 µM; in the data active = growth rescue above about 28%, passing the limit was not always enough; inconclusive = no clear call, values can overlap the other calls;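 note: yeast W303a lacking pdr1 and pdr3 grown in galactose medium; growth measured after three days at 30 °C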
BH1578 lux ind = induces V. cholerae light production without autoinducers; V. cholerae BH1578 lux reporter, luminescence, 6 h; activation, % at 18.7 µM; hit rate 0.16% among 350,000; AID 588436; in the data active = activation mostly above about 9.7%, no sharp cut-off; inconclusive = no clear call, values can overlap the other calls; inactive = mostly below about 3.7%; note: not every result past the cut was called active; inactives centre near 0; reference of the scale not given here
Y pestis TopoI = inhibitors of Yersinia pestis topoisomerase I. Y. pestis Topo-I cleavage product accumulation, plate reader. AID 504884. hit rate 0.064% among 360,000. activity, % at 10 µM; in the data active = activity above about 50%, passing the limit was not always enough; inconclusive = no clear call, values can overlap the other calls; note: inactives centre near 2
BoNT A protease = inhibitors of Botulinum neurotoxin A light chain protease; multiplex microsphere protease substrate cleavage, flow cytometry; inhibition, % at 10 µM; hit rate 0.17% among 360,000; AID 588499; note: plate controls were buffer without enzyme for full effect and enzyme alone for no effect
3CLpro inhibitor = SARS-CoV 3CLpro protease inhibition | hit rate 0.14% among 290,000 | P0C6X7 | inhibition, % at 6 µM | AID 1706 | recombinant SARS-CoV 3CLpro, quenched FRET peptide cleavage; in the data active = inhibition above about 12%
CCHF vOTU inh = CCHFV vOTU protease inhibition; AID 651958; inhibition, % at 11.5 µM; Pep-AMC fluorescence; hit rate 0.55% among 370,000; in the data active = inhibition above about 30%; note: 0% = vehicle wells with enzyme and 100% = no enzyme wells
SSB-PriA inh = blocks PriA binding to SSB C-terminal tail | AlphaScreen SSBct-PriA binding, biotinylated peptide | inhibition, % at 33 µM | hit rate 0.6% among 430,000 | AID 1272365; in the data active = inhibition mostly above about 37%, no sharp cut-off; inactive = mostly below about 20%;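 note: plate controls were negative control peptide for no effect and reference peptide for full effect; strong numbers were not always called active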
VHR inh abs = DUSP3 (human) phosphatase inhibition | AID 1654 | hit rate 0.52% among 290,000 | inhibition, % at 13.3 µM | recombinant VHR phosphatase, pNPP absorbance; in the data active = inhibition above about 50%; note: some compounds called inactive have numbers as strong as hits
An asterisk follows results filed as active; i = inactive; ? = inconclusive; · = not tested or not shown; & = joins results of further samples. Cut-off read from the data, not from the text of the source, unless noted: active = inhibition above about 30%; inconclusive = no clear call, values can overlap the other calls; inactive = below that.

Value order – TcdB inh, Anthrax LF prot, PfHsp40 rescue, BH1578 lux ind, Y pestis TopoI, BoNT A protease, 3CLpro inhibitor, CCHF vOTU inh, SSB-PriA inh, VHR inh abs
> COCCN1C[C@@H](CO)O[C@@H](n2cnc3c(N4CCN(CCO)CC4)ncnc32)C1
  0.8, 1, ·, -0.8, 5, -0.2, ·, -3, ·, ·
> CC(OC(=O)c1ccccc1NCCO)C(=O)Nc1ccnn1C(C)C (stereo unspecified)
  0.6, 0, 0.5, 0.0, -7, 1.0, ·, -107, -2, ·
> CCSC1=NCN(CCCC(=O)O)CN1
  ·, -3, 2.9, -1.6, 0, 0.2, -1, -1, -19, -17
> Cc1cc(NC(=O)C2CC(c3c(F)cccc3Cl)=NO2)n(-c2ccccc2)n1 (stereo unspecified)
  2.0, -1, 1.2, -0.4, 3, 0.4, 3, 6, -17, 13
> CC1=C(C(=O)N2CCOCC2)C(c2ccc(O)cc2)NC(=S)N1 (stereo unspecified)
  ·, 1, -1.1, -0.2, -6, -0.6, 1, 4, -9, -4
> O=C(NCC(c1ccco1)N1CCN(c2ccccc2F)CC1)c1cccs1 (stereo unspecified)
  4.7, -3, 1.9, i, -7, -1.7, ·, -2, 4&-2, ·
> N#C/C(=C(/O)CN1CCN(c2ccccc2F)CC1)c1nc(-c2ccccc2)cs1
  ·, -14, 0.2, -0.3, -6, -2.4, -5, 14, 15, 30
> CC(C)c1ccc2[nH]c3c(c2c1)CCCC3=O
  2.1, 2, -1.9, i, 0, -2.6, 2, -2, -5, 22
> CC(=O)c1ccc(N2CCN(C(=O)CCCn3c(=O)[nH]c4ccc(Br)cc4c3=O)CC2)cc1
  1.0, -4, 1.4, -0.2, 6, -1.1, 0, 15, 3, 5
> Cc1cccc(N2C(=O)CC(N3CCN(c4ccc(Cl)cc4)CC3)C2=O)c1 (stereo unspecified)
  0.3, -8, 0.1, i, 0, -0.3, -2, -2, 7, 19
> O=C(Nc1ccc2c(c1)OCCO2)c1cccc(C(=O)Nc2ccc3c(c2)OCCO3)c1
  0.5, -5, 1.2, i, 8, -1.9, -3, -6, -4, ·
> O=C1C2(CCCC13COC(c1ccc(O)cc1)OC3)COC(c1ccc(O)cc1)OC2 (stereo unspecified)
  0.1, ·, ·, ·, ·, ·, 8, -9, -2, 10
> COc1cc(C(=O)N2CCNCC2)cc(OC)c1OC
  1.1, -4, 0.2, -1.8, -7, -0.2, 6, -6, 2, 5
> O=C(Nc1ccc(NC(=O)c2ccccn2)cc1)C(=O)Nc1ccc2c(c1)OCCO2
  2.9, 1, 0.1, -1.3, 12, -0.3, 3, -7, -28, 3
> CCc1ccc(NC(=O)COC(=O)C2(c3ccc(Cl)cc3)CCCC2)cc1
  -0.5, -2, -1.8, -0.3, 24, 0.6, 4, -1, 7, 8
> Cc1cccc(C)c1N/C=C/c1onc(C)c1[N+](=O)[O-]
  ·, 2, 0.0, ·, 1, 0.5, -1, 5, 5, 4
> c1ccc(CCNCc2ccccc2)cc1
  ·, 0, 0.7, i, 8, -1.7, -6, 5, 1, 12
> CC(C)(C)C(=O)N1CCN(c2ccc(NC(=O)c3ccco3)cc2)CC1
  -1.7, 7, -1.3, i, 4, -1.2, -3, 9, -8, 24
> Cc1ccccc1-n1c(Cn2c(=O)sc3ccccc32)nnc1SCC(=O)N1CCOCC1
  1.8, 2, -1.3, -0.4, 16, -0.8, -6, -11, -13, 13
> Cc1cccc(NC(=O)c2ccc(OCc3c(C)noc3C)cc2)c1C
  0.0, 0, 1.8, i, 5, -0.7, ·, 8, -6, ·

Among those listed so far, two contain an NH in an aromatic ring.
Value order – TcdB inh, Anthrax LF prot, PfHsp40 rescue, BH1578 lux ind, Y pestis TopoI, BoNT A protease, 3CLpro inhibitor, CCHF vOTU inh, SSB-PriA inh, VHR inh abs
> CC(C)c1ccc2[nH]c3c(c2c1)CCCC3=O
  2.1, 2, -1.9, i, 0, -2.6, 2, -2, -5, 22
> CC(=O)c1ccc(N2CCN(C(=O)CCCn3c(=O)[nH]c4ccc(Br)cc4c3=O)CC2)cc1
  1.0, -4, 1.4, -0.2, 6, -1.1, 0, 15, 3, 5

Further compounds
Value order – TcdB inh, Anthrax LF prot, PfHsp40 rescue, BH1578 lux ind, Y pestis TopoI, BoNT A protease, 3CLpro inhibitor, CCHF vOTU inh, SSB-PriA inh, VHR inh abs
> CC12CC3CC(C)(C1)CC(C(=O)N1CCN(C(=O)c4ccco4)CC1)(C3)C2
  0.2, -3, -0.8, -0.3, 23, 3.7, 2, 2, 4, 20
> CN1CCC(N(C)S(=O)(=O)c2ccc(NC(=O)COc3cccc(Cl)c3)cc2)CC1
  1.4, -3, -0.6, 1.9, -13, -2.5, ·, 13, -2, ·
> COc1cccc(NC(=O)COC(=O)c2ccc(C)c(S(=O)(=O)N3CCCCC3)c2)c1
  0.1, -2, -0.3, -0.2, 8, -0.8, ·, 14, 12, ·
> CCCCn1c(N)c(N(CCOC)C(=O)CSc2n[nH]c(-c3ccc(C)cc3)n2)c(=O)[nH]c1=O
  2.9, 3, 1.1, -0.3, -7, -0.8, ·, -3, -5, ·
> Cc1ccc2nc(-c3ccc4c(c3)OCCO4)cn2c1
  26*, ·, 4.0, i, 0, ·, 3, -46, -6, 20
> Cc1ccc(S(=O)(=O)NCC(=O)NCC2CCCCC2)cc1C
  -2.5, 0, -0.8, i, 11, -0.4, -2, -7, -2, 39
> NC(=O)C1CCCN(Cc2ccc(Cl)cc2)C1 (stereo unspecified)
  ·, -2, 1.3, i, 4, 0.8, -2, -8, 2, -1
> Cc1ccnc(NC(=O)c2sc3ccccc3c2Cl)c1
  ·, 2, -1.6, 3.6, 1, -0.3, 4, 24, -2, -2
> Cc1cccc(C)c1NS(=O)(=O)c1ccc(NC(=O)c2ccc(Cl)c([N+](=O)[O-])c2)cc1
  0.1, -5, -0.3, i, -5, 0.3, 2, -2, 3, 2
> Cc1ccccc1N1CCN(C2CCCN(C(=O)c3cc(C(C)C)[nH]n3)C2)CC1 (stereo unspecified)
  -0.2, 3, -0.5, -0.4, 9, -1.1, -3, 13, 8, 27
> CN(C)S(=O)(=O)c1ccc(C(=O)Nc2ccccc2[N+](=O)[O-])cc1
  0.9, -1, -1.2, -2.7, -7, -0.7, 4, 13, 2, -5
> CC(=O)c1ccc(NC(=O)C2CCC(C)NC2=O)cc1 (stereo unspecified)
  ·, -2, 0.9, -0.2, 1, 0.4, 1, 9, 1, -8
> CCOc1cc(C)nc(N2CCC(C(=O)NC3CC3)CC2)n1
  2.0, -2, -1.3, i, 4, -0.2, ·, 3, -2, ·
> c1ccc(Cc2nnc3sc(Nc4ccccc4)nn23)cc1
  ·, 0, 1.8, -0.2, 17, ?, -10, 1, 3, 7
> c1ccc(C2OC3c4cccc5cccc(c45)C3N2c2ccccc2)cc1 (stereo unspecified)
  ·, -4, 1.1, i, 1, ?, 3, 10, 0, 9
> C/C=C/c1ccccc1OCc1ccc(C(=O)O)o1
  ·, 0, 1.2, i, -2, -1.8, -2, -3, -7, 2
> O=C(CNc1cccc(C(F)(F)F)c1)Nc1cccc(S(=O)(=O)N2CCCC2)c1
  1.1, -8, 1.6, 2.5, 17, 2.2, ·, 18, 8, ·
> CCC(NS(=O)(=O)c1ccc(C)cc1)C(=O)N1CCOCCOCCOCCOCC1 (stereo unspecified)
  1.1, -1, 0.5, -0.6, 1, -2.5, -2, -3, 4, -3
> CC(=O)C1=C(O)C(=O)N(c2ccc(C(=O)O)cc2)C1c1ccccc1 (stereo unspecified)
  ·, 2, 0.5, -0.2, -2, 1.0, 4, -12, -33, 12
> COc1cc(OC)cc(C(=O)N/N=C(\C)CC(=O)Nc2ccccn2)c1
  0.8, -1, -0.1, -0.3, 0, 0.2, 2, -3, ·, 12
> CCC(C)NC(=O)CCNS(=O)(=O)c1ccc(Br)cc1 (stereo unspecified)
  ·, -4, -1.7, -3.0, 4, 3.5, 2, 6, 1, -12
> O=C1NC[C@@H](CCCCN2CCN(CC3CCCCC3)C(=O)C2=O)N(Cc2ccccc2)C1=O
  -0.7, -6, ·, ·, ·, -0.5, ·, 0, ·, ·
> Cn1nnc(NC(=S)NC(=O)c2ccco2)n1
  ·, -1, -0.2, -0.7, 3, -0.2, -2, -5, -14, 8
> COc1ccccc1NC(=O)CN(Cc1ccco1)C(=O)c1cc(Cl)c(OC)c(OC)c1
  3.3, 0, ·, 0.8, 28, -0.5, ·, 7, ·, ·
> Cc1ccc(-c2nn3c(C)nnc3c3ccccc23)cc1S(=O)(=O)NCCO
  -2.5, 6, 0.2, -0.3, -2, -1.0, -5, -2, 1, 25
> C[C@]12CC[C@@H](O)CC1=CCC1C2CC[C@@]2(C)C1C[C@@H](F)[C@H]2O (stereo partly specified)
  0.5, -5, 1.8, -0.4, 11, -0.2, ·, -7, 8, ·
> CCc1n[nH]c(=S)n1/N=C/c1cc(Br)c(O)c(OC)c1
  4.2, 2, -1.2, 3.2, 9, -0.6, 1, 11, ·, 38
> O=C(NC1=NCCCCC1)c1cccc2ccccc12
  0.8, -1, -0.5, 0.1, 3, -0.6, 0, -10, -5, 22
> CCS(=O)(=O)NCCc1cc2cc(C)c(C)cc2[nH]c1=O
  ·, 2, 0.6, -2.2, -7, 0.5, 0, 4, -4, 24
> C/C(=N\NC(=O)c1c(Cl)c(C)nn1C)c1cccc(NC(=O)c2cccc(F)c2)c1
  0.2, -2, -1.6, i, 19, -0.6, -2, 17, ·, 2
> Cc1ccc(CN2CCCC(C(=O)c3cccc(C(F)(F)F)c3)C2)o1 (stereo unspecified)
  -0.1, 0, -2.0, -2.1, 1, 0.8, 0, 4, -17, 30
> CC1=C([N+](=O)[O-])C(c2ccccc2Cl)NC(=O)N1C (stereo unspecified)
  1.2, 2, -1.3, i, 5, -3.5, -3, -3, -3, 16

Among those listed so far, 7 have a furan ring, fused or not:
Value order – TcdB inh, Anthrax LF prot, PfHsp40 rescue, BH1578 lux ind, Y pestis TopoI, BoNT A protease, 3CLpro inhibitor, CCHF vOTU inh, SSB-PriA inh, VHR inh abs
> O=C(NCC(c1ccco1)N1CCN(c2ccccc2F)CC1)c1cccs1 (stereo unspecified)
  4.7, -3, 1.9, i, -7, -1.7, ·, -2, 4&-2, ·
> CC(C)(C)C(=O)N1CCN(c2ccc(NC(=O)c3ccco3)cc2)CC1
  -1.7, 7, -1.3, i, 4, -1.2, -3, 9, -8, 24
> CC12CC3CC(C)(C1)CC(C(=O)N1CCN(C(=O)c4ccco4)CC1)(C3)C2
  0.2, -3, -0.8, -0.3, 23, 3.7, 2, 2, 4, 20
> C/C=C/c1ccccc1OCc1ccc(C(=O)O)o1
  ·, 0, 1.2, i, -2, -1.8, -2, -3, -7, 2
> Cn1nnc(NC(=S)NC(=O)c2ccco2)n1
  ·, -1, -0.2, -0.7, 3, -0.2, -2, -5, -14, 8
> COc1ccccc1NC(=O)CN(Cc1ccco1)C(=O)c1cc(Cl)c(OC)c(OC)c1
  3.3, 0, ·, 0.8, 28, -0.5, ·, 7, ·, ·
> Cc1ccc(CN2CCCC(C(=O)c3cccc(C(F)(F)F)c3)C2)o1 (stereo unspecified)
  -0.1, 0, -2.0, -2.1, 1, 0.8, 0, 4, -17, 30

This is a subset. The share of hits here may be higher or lower than overall.
